# Screens as filed in PubChem.
# EBV gp42 block = EBV gp42 inhibition | Q1HVG2 | Fluorescence polarization binding assay, mP read-out | inhibition, % (tested at 21.74 µM) | 0.42% of 220,000 active; in the data active = inhibition above about 50%
# Target sequence (Q1HVG2 whole entry, looked up): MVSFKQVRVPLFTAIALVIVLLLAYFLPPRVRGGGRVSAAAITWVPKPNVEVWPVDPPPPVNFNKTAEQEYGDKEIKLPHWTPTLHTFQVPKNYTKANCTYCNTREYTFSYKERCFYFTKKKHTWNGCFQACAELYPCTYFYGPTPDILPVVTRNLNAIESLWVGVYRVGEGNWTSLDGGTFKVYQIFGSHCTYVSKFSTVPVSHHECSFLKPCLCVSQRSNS
# Hck-Nef inh = inhibitors of human Hck kinase activated by Nef; P08631; Recombinant Hck-YEEI plus Nef, Z-Lyte FRET kinase assay; inhibition, % at 20 µM; 0.68% of 220,000 active; AID 463187;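 active = Hck-Nef kinase inhibition above about 50%, limit read from the data; inactive = inhibition below that limit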;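 note: 0% = DMSO with Hck plus Nef and 100% = Hck alone without Nef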
# Target sequence (P08631 whole entry, looked up): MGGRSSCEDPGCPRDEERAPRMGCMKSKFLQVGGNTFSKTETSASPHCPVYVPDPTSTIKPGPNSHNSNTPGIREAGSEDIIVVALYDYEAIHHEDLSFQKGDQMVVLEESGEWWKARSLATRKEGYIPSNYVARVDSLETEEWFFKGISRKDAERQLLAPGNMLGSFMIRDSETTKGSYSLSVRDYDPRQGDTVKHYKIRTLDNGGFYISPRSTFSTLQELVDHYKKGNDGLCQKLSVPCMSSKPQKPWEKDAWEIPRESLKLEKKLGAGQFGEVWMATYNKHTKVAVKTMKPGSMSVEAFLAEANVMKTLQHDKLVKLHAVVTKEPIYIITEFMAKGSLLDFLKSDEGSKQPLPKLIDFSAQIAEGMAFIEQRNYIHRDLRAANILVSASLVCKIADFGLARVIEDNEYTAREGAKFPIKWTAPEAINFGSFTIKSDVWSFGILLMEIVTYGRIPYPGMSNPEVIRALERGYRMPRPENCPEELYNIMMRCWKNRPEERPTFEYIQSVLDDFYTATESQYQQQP
# zVAD death inh = L929 zVAD cell death inhibition | L929 zVAD necroptosis rescue, ATP luminescence, 24 h; with zVAD 60 µM | viability rescue, % at 10 µM | 0.38% of 220,000 active | AID 1377;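 active = activation, scaled between plate controls, above about 75%, limit read from the data; inactive = activation under that limit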;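 note: 0% = zVAD with DMSO and 100% = DMSO alone without zVAD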
# NCF1 inh = p47phox (human) inhibition; P14598; p47phox/p22phox peptide binding, fluorescence polarization, 2 h; inhibition, % at 24.7 µM; 0.53% of 220,000 active;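 active = inhibition above about 30%, limit read from the data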;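 note: 0% = p47phox with labelled peptide and 100% = labelled peptide alone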
# TbHK1 inh = T. brucei hexokinase 1 inhibition; recombinant TbHK1, G6PDH-coupled NADH A340; inhibition, % at 10 µM; 0.11% of 220,000 active; AID 1430;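 active = inhibition of 50% or more in the single-dose primary screen; inactive = inhibition below 50%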
# Runt-SMMHC FRET = blocks binding of human RUNX1 Runt domain to CBFb-SMMHC. Q01196+Q13951. Cerulean-Runt/Venus-CBFb-SMMHC FRET ratio 530/480, 1 h. inhibition, % at 20 µM. 0.74% of 220,000 active. AID 1434;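 active = mean inhibition across duplicate retests at 20 µM reaching about 50%, limit read from the data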;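 note: 0% = DMSO wells and 100% = wells with excess untagged CBFb-SMMHC; inhibitors lower the FRET ratio by blocking Runt binding to CBFb-SMMHC; some results filed as inactive read as strong as hits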
# Mdm2 ligase inh = blocks human Mdm2 ubiquitin ligase activity; Q00987; cell-based MDM2 ubiquitination luciferase reporter, 2 h; 0 = plate control, 100 = twice control, blank-subtracted; signal enhancement, % at 5 µM; 0.11% of 210,000 active; AID 1230;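 active = signal enhancement of 30% or more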;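 note: luminescence tracks abundance of the self-degrading MDM2-luciferase fusion protein; higher signal means inhibition of MDM2 E3 ligase activity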
#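 Buffer or medium: Cells held in DMEM | Assay system: Stable mammalian line carrying autodegrading MDM2–luciferase fusion reporter | Quantity: 2000 cells/well | Times: 4 h settle plus 2 h compound, 37 °C | Doses: One concentration, 5 µM, with 0.2% DMSO | Technique: Luminescence with SteadyLite reagent, 15 min at room temperature | Benchmarks: Plate controls and plate blanks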
# Runt-CBFb FRET = inhibitors of human RUNX1 Runt domain binding to CBFb; inhibition, % at 20 µM; 0.46% of 220,000 active; Q01196+Q13951; Cerulean-Runt/Venus-CBFb FRET ratio 530/480, 1 h;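 active = inhibition over about 50% at 20 µM in the single-dose screen, limit read from the data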;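 note: 0% = DMSO wells and 100% = excess unlabeled CBFb competitor control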
#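 test system = Cerulean-tagged RUNX1 Runt domain (FRET donor) fusion protein | reagent = Venus-CBFb binding partner, 100 nM | incubation = protein complex preformed 1 h, compound exposure 1 h, room temperature, dark | detection = FRET fluorescence | read-out basis = loss of energy transfer signal | controls = 5 µM unlabeled CBFb as full-inhibition high control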
# 14-3-3 Bad inh = disrupts binding of bovine 14-3-3 zeta to phospho-Bad peptide | P63103 | TR-FRET 14-3-3zeta/Dy647-pBad peptide displacement, 1 h | inhibition, % at 21.7 µM | 0.71% of 220,000 active;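 active = inhibition above about 70%, limit read from the data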;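 note: 0% = full 14-3-3 plus peptide FRET controls and 100% = background without 14-3-3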
# Target sequence (P63103 whole entry, looked up): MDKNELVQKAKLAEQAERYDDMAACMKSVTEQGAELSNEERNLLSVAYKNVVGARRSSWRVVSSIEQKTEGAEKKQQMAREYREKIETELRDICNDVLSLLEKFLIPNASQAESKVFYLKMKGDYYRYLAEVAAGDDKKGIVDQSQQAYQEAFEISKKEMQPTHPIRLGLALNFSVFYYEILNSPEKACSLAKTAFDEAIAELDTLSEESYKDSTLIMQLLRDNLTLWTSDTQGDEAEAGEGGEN
# An asterisk follows results filed as active; · = no result given; [ ] = dose if it differs, or a comment.
molecule,EBV gp42 block,Hck-Nef inh,zVAD death inh,NCF1 inh,TbHK1 inh,Runt-SMMHC FRET,Mdm2 ligase inh,Runt-CBFb FRET,14-3-3 Bad inh
CCOC(=O)/C=C1\SCC(=O)N1CC(=O)NC(C)c1ccc(F)cc1 (centres undefined),-26,0,0.5,-24,9,-11,-22,-3,3[fluorescence artefact?]
Cc1cc(C)n(Cc2ccccc2F)c(=O)c1C#N,-1,-11,·,-1,-6,1,·,0,2
Cc1ccc(Cl)cc1N1CCN(Cc2cc(=O)n3ccsc3n2)CC1,15,20,0.2,0,-9,-7,-13,-3,18
COc1ccccc1N1CCN(S(=O)(=O)/C=C/c2ccccc2)CC1,2,1,1.8,1,-11,-5,-3,4,-6
CCCn1c2ccccc2c2nnc(SC(CC)C(=O)Nc3sc4c(c3C#N)CCCC4)nc21 (centres undefined),2,-1,-0.2,-17,-31,2,-16,5,-4
COC(=O)c1ccc(CN2CCC(CO)(Cc3ccccc3Cl)CC2)cc1,-6,18,-0.2,7,2,·,14,·,-9
CC(C)c1csc(CN2CCN(Cc3ccc(F)c(F)c3)C(CCO)C2)n1 (centres undefined),4,-13,0.3,-1,-5,-2,-16,-2,5
COc1ccc(CCNC(=O)c2[nH]c(C)c(C(C)=O)c2C)cc1,-23,2,-0.1,-6,-10,-2,-8,0,10
O=C1N=c2ccccc2=C1c1sc(=S)n(-c2ccc(O)cc2)c1O,-6,11,0.5,-1,-8,-6,-9,-5,21
COc1ccc(NS(=O)(=O)c2cc(NC(=O)C3CCCCC3)ccc2N2CCOCC2)cc1,-8,21,-0.2,1,-5,-5,4,-5,-15
Cc1ccc(CCN2CC(C(=O)NCCN3CCCCCC3)CC2=O)cc1 (centres undefined),-22,-1,0.1,-9,-1,3,-12,2,10
Cc1c(C(=O)/C=C/N(C)C)nnn1-c1ccc(Cl)cc1Cl,-8,-2,27,-8,-19,2,-8,0,-1
CN1CCN(Cc2nc3ccccc3c(=O)n2Cc2nc(-c3cccc([N+](=O)[O-])c3)cs2)CC1,-1,30,-0.6,-11,-5,9,-7,4,-9
CNS(=O)(=O)c1cnccc1N1CCN(c2cccc(C)c2)CC1,-19,5,-1.0,-9,-15,2,-4,2,-12
COc1ccc(C2c3c(ncn(CCCN4CCOCC4)c3=N)Oc3ccc4ccccc4c32)cc1OC (centres undefined),-12,-11,-1.7,-13,-13,-11,-1,2,-1
O=C(COC(=O)C1=COCCO1)NCCCc1ccccc1,-24,0,0.1,0,7,-1,-16,-2,·
Cc1nc2ccccc2n1CC(=O)NCc1ccccc1,-6,3,-0.3,4,-4,3,-19,-1,-6
COc1ccc(N(C)S(=O)(=O)c2cccc(C(=O)Nc3nnc(C4CC4)s3)c2)cc1,-17,30,2.7,-6,-4,-8,-9,-1,-9
CC(=O)NNS(=O)(=O)c1ccccc1[N+](=O)[O-],-20,2,1.1,-7,32,-2,0,3,-8
COc1ccc(C(=O)OCC(=O)Nc2ccc(Cl)c(C(F)(F)F)c2)c(OC)c1OC,2,0,2.4,-1,-11,1,4,-4,0
Cc1ccc(C(=O)COC(=O)CCCC(=O)Nc2cc(C(F)(F)F)ccc2Cl)cc1C,-4,-1,-0.2,-27,24,-7,-9,-3,32[fluorescence artefact?]
CCc1cccc(NC(=O)NC2CCCCC2)c1,7,13,0.2,-17,60*,-5,-3,0,1
Cc1cc(C(=O)CSc2nnc(-c3ccccc3)o2)c(C)n1CC1COc2ccccc2O1 (centres undefined),-5,8,-0.2,6,-6,-15,-23,-1,-1[fluorescence artefact?]
COc1ccc(NC(=O)Cc2cccc(F)c2)cc1S(=O)(=O)Nc1ccccc1Cl,-1,23,0.5,-4,-3,-7,·,5,6
O=S(=O)(Cc1ccccc1)N1CCCCCC1,-14,2,-1.4,-1,0,6,-12,0,-4
COC(=O)c1sccc1NC(=S)Nc1ccc(F)cc1F,-81,19,0.0,1,-11,·,-5,·,-7
Fc1ccc(NC(=S)N2CCn3cccc3C2c2cccnc2)cc1 (centres undefined),-9,13,-0.9,-1,2,2,-3,1,-12
COc1ccc(-c2nc(C#N)c(NCc3ccccc3Cl)o2)cc1OC,-12,1,-0.1,-10,-5,-1,-9,0,0
CCN1CC2CCCC3(C1)C(=O)NC1(CCCCC1)N=C23 (centres undefined),0,4,1.1,0,-2,-1,-10,0,-16
CCCSc1nnc(-c2cccc(S(=O)(=O)N(C)C)c2)n1-c1cc(OC)ccc1OC,2,0,-0.7,4,-4,1,-50,-2,-8[fluorescence artefact?]
Cc1[nH][nH]c(=O)c1C(c1ccc(-c2ccc(F)cc2)o1)c1c(C)[nH][nH]c1=O,-7,16,-0.8,-2,4,8,-11,17,-20
COc1ccc(CCNc2cc(C)nc3c(-c4ccccc4)cnn23)cc1OC,3,0,2.0,-11,-17,-3,-1,0,-2[fluorescence artefact?]
N/C(=N\OC(=O)c1ccc2c(c1)OCO2)c1ccc(Cl)cc1,-8,0,1.8,4,3,2,-39,-2,-2
Cc1nccn1Cc1cccc2ccccc12,-16,2,-0.6,-5,-5,-2,-21,3,-9[fluorescence artefact?]
CCOC(=O)c1c(NC(=O)C2CCN(S(=O)(=O)c3ccc(Cl)cc3)CC2)sc2c1CCCC2,-14,2,3.2,-58,-5,0,-25,3,-33
COc1cccc(NC(=O)CCN2CCN(c3ccccc3F)CC2)c1,-1,2,0.8,-11,-1,5,-21,2,-7[fluorescence artefact?]
CCOC(=O)CCCNC(=O)CCNC(=O)c1ccc(OC)cc1,-1,0,-0.2,-11,4,2,-2,1,-3
CCOc1cc(/C=C2/C(=N)N3OC(C)=CC3=NC2=O)ccc1OC(=O)c1ccco1,-6,-6,1.2,3,-6,-4,-4,-8,-14
O=C(NCc1ccccc1)NCc1cccs1,-4,10,1.8,-1,5,1,-16,0,3
O=c1c(F)cn(C2CCCO2)c(=O)n1Cc1ccccc1F (centres undefined),4,-1,0.1,-6,-4,-3,-12,1,3
O=C(C1CCCCC1)N1CCN(S(=O)(=O)c2ccc(Br)cc2)CC1,-19,2,0.3,-9,4,-8,-4,1,-1
C/C(=N\NC(N)=O)c1ccc(Cl)s1,-17,12,0.2,-7,-13,-1,-5,2,-1
Cn1c2ccccc2c2nnc(NN)nc21,-12,19,0.8,3,-31,2,-5,8,-4
CCOc1ccccc1OCC(=O)Nc1nc2ccccc2[nH]1,-10,14,1.3,1,0,1,-8,-2,-4
Cc1ccc(S(=O)(=O)N2CCN(C(=O)CSc3nc4ccccc4c(=O)[nH]3)CC2)c(C)c1,-21,1,0.0,-12,1,-10,-8,-2,-3
O=C(COC(=O)CNC(=O)C1CCCCC1)Nc1ccc(Cl)cc1F,-14,14,-0.2,-4,6,-2,-9,-2,-8
CC(C)(C)NC(=O)CSc1nnc(Cc2ccc3c(c2)OCO3)n1C1CCCCC1,-3,2,-0.1,0,30,-3,-1,-2,1[fluorescence artefact?]
CCC(=O)Nc1cc(-c2nnc(OC)c3ccccc23)ccc1N1CCOCC1,11,3,0.3,2,-4,1,-17,-2,-8[fluorescence artefact?]
CC(C)(C)NC(=O)C(=O)N/N=C/c1ccc(Br)cc1,-24,1,0.9,-11,-3,-10,-13,-2,·
CC(C)(C)OC(=O)N1CC=C2C(C#N)=C(N)C(C#N)(C#N)[C@H](c3cccnc3)[C@H]2C1,-3,-2,2.3,1,-3,29,7,16,-16

# (further entries)
molecule,EBV gp42 block,Hck-Nef inh,zVAD death inh,NCF1 inh,TbHK1 inh,Runt-SMMHC FRET,Mdm2 ligase inh,Runt-CBFb FRET,14-3-3 Bad inh
Cc1ccc(Cn2nc(C)c(NC(=O)CCCn3nc(C)c([N+](=O)[O-])c3C)c2C)cc1,-14,0,-0.1,0,31,0,-12,0,5
Cc1nc(NC(=O)COC(=O)C2=NNC(=O)CC2)c(Cl)cc1Cl,-16,19,1.3,2,-3,-1,-5,-1,-7
CN(C)C(=O)C1CC(=O)OC12CCCCC2 (centres undefined),-2,14,0.7,-5,-9,2,2,1,-11
COc1ccccc1C(=O)NC1CCCCCCC1,-10,13,-0.2,1,1,1,-11,-1,4
CCCCSc1nc(SCC(=O)NCc2ccco2)c2c3c(sc2n1)COC(C)(CC)C3 (centres undefined),-28,3,0.1,-41,12,0,-24,-1,2
CCC(C)(C)NC(=O)C(c1ccc(O)cc1)N(CCOC)C(=O)CCC(=O)Nc1nccs1 (centres undefined),-8,24,0.5,-3,-13,1,-5,-1,-2
CCOc1ccc(C2C(C#N)=C(N)SC(N)=C2C#N)c(OCC)c1,-22,5,0.3,-26,-13,32,-14,15,-12
C=CCN1CCN(Cc2cnc(Cl)s2)CC1,-22,0,0.1,-6,2,0,-4,-1,-15[fluorescence artefact?]
CC(Sc1nc(-c2ccccc2)cc(C(F)(F)F)n1)C(=O)N1CCOCC1 (centres undefined),-23,6,-0.2,-7,-1,-4,11,-6,4
COCCNC(=O)C(c1ccco1)N(C(=O)Cn1nnc2ccccc21)c1cc(C)ccc1C (centres undefined),-12,0,-0.5,-54,-4,-3,-14,-2,-11
CNC(=S)Nc1cc(OC)c(NC(=O)c2ccco2)cc1OC,-12,25,-0.2,0,-16,-2,-7,2,-3
Cc1onc(NC(=O)CSCC(=O)O)c1Br,-12,15,0.5,-15,-6,2,-6,1,3
O=C(CNc1ccccc1)NNC1=NCCC1,-8,-15,·,-6,5,2,-9,1,89*
COCCOC(=O)C1=C(C)N(Cc2ccccc2)C(=O)NC1c1cccc(OC)c1OC (centres undefined),7,-1,0.0,7,-4,1,-16,-2,-1
COC(=O)[C@H](Cc1ccccc1)NC(=O)[C@@H]1C[C@H]1[C@@H](NC(=O)OCc1ccccc1)c1ccccc1,-7,-3,3.0,1,4,1,·,-1,-3
O=C(NNC(=O)C(c1ccccc1)c1ccccc1)c1cccs1,-16,2,0.0,1,2,-3,-4,0,-8
CCOC(=O)COn1c(-c2cccc(Cl)c2)nc2ccc([N+](=O)[O-])cc21,-23,1,0.0,-8,-17,-2,-20,0,9
COc1ccccc1/C=C/C(=O)NNC(=O)c1cccs1,-18,-2,0.5,-9,-23,-1,-4,0,-2
O=C(/C=C/c1ccc(OCCCF)cc1)Nc1ccnc(-c2ccncc2)n1,-2,41,4.0,-14,-19,-3,-4,-1,-4
COC(=O)c1cc(OC)c(OC)cc1NC(=O)c1c(-c2ccccc2)noc1C,-26,1,0.5,-14,-8,0,-7,0,-4
CC(NC(=O)C12CC3CC(C1)CC(n1cncn1)(C3)C2)C12CC3CC(CC(C3)C1)C2 (centres undefined),-10,1,-0.1,-7,1,-3,8,-5,-13
CCOC(=O)c1oc2nc3c(cc2c1N)CCCC3,-6,9,2.0,-1,-31,-2,-16,2,-14
